GBA activity up: enhancers of human beta-glucosidase activity in Gaucher fibroblasts | P04062 | L444P Gaucher fibroblasts, 4-MU-glucoside fluorescence, 3 days | activation, % at 10 µM | 30,000 compounds, 0.44% hits; in the data active = activation above about 65%;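 also: 0% = vehicle wells and 100% = positive control wells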
Target sequence (P04062 whole entry L483P): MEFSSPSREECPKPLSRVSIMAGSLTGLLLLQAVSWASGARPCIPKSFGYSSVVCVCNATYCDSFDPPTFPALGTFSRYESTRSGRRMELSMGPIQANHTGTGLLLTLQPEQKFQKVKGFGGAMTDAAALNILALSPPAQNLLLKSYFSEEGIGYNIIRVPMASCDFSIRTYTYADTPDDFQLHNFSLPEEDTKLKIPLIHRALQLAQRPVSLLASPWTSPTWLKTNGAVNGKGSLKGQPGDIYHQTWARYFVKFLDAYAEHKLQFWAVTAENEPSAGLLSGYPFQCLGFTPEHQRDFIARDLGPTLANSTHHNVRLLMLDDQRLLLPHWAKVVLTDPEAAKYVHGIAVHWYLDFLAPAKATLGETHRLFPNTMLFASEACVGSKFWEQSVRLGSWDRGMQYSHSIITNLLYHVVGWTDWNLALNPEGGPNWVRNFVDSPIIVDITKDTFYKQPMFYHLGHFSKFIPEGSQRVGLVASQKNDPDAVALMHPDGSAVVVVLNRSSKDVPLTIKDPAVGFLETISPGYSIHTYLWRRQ
Numbers without * were called inactive.

SMILES | GBA activity up
Cc1ccc(Cn2nc(C)c(NC(=O)c3cc(-c4ccco4)on3)c2C)cc1 | -6
CCCOc1ccc(-c2nc(N)n[nH]2)cc1 | -27
CCOC(=O)c1c(CN2CCN(C)CC2)oc2ccc(OC)cc12 | -18
N#C/C(=C1\CCCN1)c1nc(-c2ccccc2)cs1 | -18
C=CCNc1nc(N(c2ccccc2)c2ccccc2)nc(-n2ccnc2)n1 | -46
CCCC(=O)N(CCc1ccccc1)Cc1nc2ccccc2c(=O)[nH]1 | -12
O=C(NC(=O)c1ccc(Cl)cc1)Nc1cc(N2CCCCC2)ncn1 | -23
COC(=O)Oc1c(Br)c(=O)oc2ccccc12 | 2
Cc1ccc(O)c(NC(=O)c2ccco2)c1 | -20
Nc1cccc(NC(=O)c2cccs2)c1 | -11
Cc1ccc(-n2nc3c(c2NC(=O)c2ccc4c(c2)OCO4)CSC3)c(C)c1 | 18
O=C(OCC(=O)N1CCN(C(=O)c2ccco2)CC1)c1cc(-c2ccc(F)cc2)nc2ccccc12 | 14
COc1ccccc1OC(=O)c1ccc2nsnc2c1 | -11
Cc1nnc(NCCc2ccccc2)n(N)c1=O | -11
Cc1ccc(-n2nc(C)c3c2OC(N)=C(C#N)C3c2ccncc2)cc1 (stereo not given) | 4
Cc1nnc(C)n1/N=C/c1ccc2c(c1)OCCO2 | -37
CCOC(=O)C1CCN(S(=O)(=O)c2ccc3c(c2)CCCN3C(C)=O)CC1 | 10
O=C(NCC1CCCO1)C1CCC(=O)N1CCc1ccccc1 (stereo not given) | 21
CCCN(CCO)Cc1ccc(Cl)c(Cl)c1 | 2
N#CC1=C(N)SC2(CCCCC2)SC1c1ccccc1 (stereo not given) | 18
COc1nc(N2CCOCC2)nc(-n2cccc2)n1 | -14
CCN1CCN(C(=O)CCN2C(=O)COc3ccc(C)cc32)CC1 | 6
CCSC1=C(C#N)C2(CCCCC2)C(C#N)=C(N)N1 | 34
O=C(Nc1cc(N2CCOCC2)ncn1)NC1(C(F)(F)F)Oc2ccc(Cl)cc2O1 (stereo not given) | 10
Cc1ccc2c(c1)c(C)c(C)n2CC(O)Cn1nc(C)cc1C (stereo not given) | -7

By substructure: those above containing fluorine (two)
SMILES | GBA activity up
O=C(OCC(=O)N1CCN(C(=O)c2ccco2)CC1)c1cc(-c2ccc(F)cc2)nc2ccccc12 | 14
O=C(Nc1cc(N2CCOCC2)ncn1)NC1(C(F)(F)F)Oc2ccc(Cl)cc2O1 (stereo not given) | 10

(cont.)
SMILES | GBA activity up
COc1ccc(S(=O)(=O)Nc2ccc(O)c3ccccc23)cc1 | -8
COCCn1c(SCC(=O)Nc2cccc(C(=O)OC)c2)nc2ccccc2c1=O | 7
CCOc1ccccc1N1CC(O)=C(c2nc3ccccc3s2)C1=N | -11
COC(=O)c1ccc(C)c(N(CCO)CCO)c1 | -6
c1cc(Nc2ncnc3sccc23)cc(-c2nnc3n2CCCCC3)c1 | 34
CNC(=O)c1[nH]cnc1C(=O)Nc1cccc(OC)c1 | -41
CCOC(=O)CSc1nc2cc(C)ccc2cc1C#N | -19
COc1ccc(CCCc2nnc(SCC(=O)Nc3nc(C)cs3)n2C)cc1 | -1
COc1ccc(C2=C(O)C(C)N(c3ccccc3)C2=N)cc1OC (stereo not given) | -21
Cc1cc(C)c2c(N)c(C(=O)N3CCN(c4ncccn4)CC3)sc2n1 | 7
COc1ccc(S(=O)(=O)N2Cc3ccccc3CC2C(=O)Nc2nccs2)cc1OC (stereo not given) | 3
CCCn1c(-c2ccc(OC)cc2)nc2nc3ccccc3nc21 | 26
O=C(O)CCC(=O)OCC1CCCO1 (stereo not given) | 10
Cc1ccc(NS(=O)(=O)c2cn(C)cn2)cc1 | -13
COc1ccc(C)cc1-n1nnnc1SCC1CCCCO1 (stereo not given) | -12
Cn1nnnc1SCC(=O)N1c2ccccc2Sc2ccccc21 | -3
N#Cc1cc2c(nc1SCC(=O)N1CCCCC1)CCCCC2 | -5
CC(C)C(c1nnnn1C1CCCC1)N1CCc2ccccc21 (stereo not given) | -56
CCOC(=O)N1CCC(Nc2c(-c3ccc(C)c(C)c3)c(=O)c2=O)CC1 | -10
N#Cc1nc(-c2ccco2)oc1NCc1ccc(F)cc1 | -28
CCn1c(=O)c2ccccc2n2c(SCC(=O)NCc3cccs3)nnc12 | -9
O=C(CN1CCC(n2nnc3cc(F)ccc32)CC1)N1CCc2ccccc2C1 | -14
COc1ccccc1NC(=O)CSc1nnc(Cn2cnc3ccccc32)n1C | -4
COCCN1Cc2cccc(C(=O)Nc3c(C)cccc3C)c2C1=O | -3
Cc1cc(C(=O)Nc2c(F)cc(F)cc2Br)no1 | -13

Further records
SMILES | GBA activity up
N#Cc1c(NC(=O)Cn2c(=O)oc3ccccc32)oc(-c2ccccc2)c1-c1ccccc1 | -13
O=C(NCc1ccc(F)cc1)c1ccc(CS(=O)(=O)Cc2ccccc2F)o1 | -13
CC(C)C[C@H](NC(=O)NCCc1ccc(Cl)cc1)C(=O)O | -15
c1ccc(-n2cnnc2SCc2cn3ccccc3n2)cc1 | -15
CCOCCCNC(=O)C1c2ccccc2C(=O)N2CCc3ccccc3C12 (stereo not given) | -42
O=C1CCCN1CN(C(=O)c1ccc2c(c1)OCO2)c1ccc(F)cc1 | -2
CCOc1c(OC)cccc1C1CC(=O)Nc2cc3c(cc21)OCCO3 (stereo not given) | -1
COc1ccc(Cc2nnn(CC(=O)O)n2)cc1 | -18
Cc1occc1C(=O)Nc1ccc2c(c1)CCC2 | 4
Cc1ccc(SCc2nc(-c3ccncc3)no2)cc1 | -9
Cc1ccc(S(=O)(=O)N2c3ccc(S(N)(=O)=O)cc3CC2C)cc1 (stereo not given) | -9
COc1ccc(-c2noc(-c3ccccc3C(=O)Nc3cccc(OC)c3)n2)cc1 | -5
Cc1ccc(S(=O)(=O)NC(=O)NN2CCCCCC2)cc1 | -15
CCN(CC)S(=O)(=O)c1ccc(C(=O)NC2=C(C(=O)OC)SCC2)cc1 | -25
O=C(NCC1COc2ccccc2O1)C1CCCN(S(=O)(=O)c2cccc3nsnc23)C1 (stereo not given) | -4
Cc1ccc(-n2nnnc2SCC(=O)Nc2ccccc2N2CCCCC2)cc1C | -3
Cc1ccc2c(c1)N(CCC(=O)NCc1cccnc1)C(=O)CO2 | -13
O=C(CC1(O)C(=O)Nc2ccc(Br)cc21)c1ccc2c(c1)OCO2 (stereo not given) | -13
COc1ccc(CN(Cc2ccccn2)C(=O)CN2C(=O)COc3ccccc32)cc1 | -5
Cc1ccc(NS(=O)(=O)c2cc(C(=O)N3CCOCC3)ccc2C)cc1C | -11
Cc1ccc(C)c(S(=O)(=O)C(C#N)c2nc3ccccc3nc2N2CCOCC2)c1 (stereo not given) | 12
O=C(CCSc1ccccc1)NCC1CCCO1 (stereo not given) | 6
COCCn1nnnc1C(c1ccc(OC)c(OC)c1)N1CCc2ccccc21 (stereo not given) | -17
O=S(=O)(c1cccc(-n2cnnn2)c1)N1CCOCC1 | -12
O=C(COc1ccc2c(c1)CCC2)N1CCc2ccccc21 | -20

Continued:
SMILES | GBA activity up
CC(C)(C)N1C(=O)c2ccc(C(=O)O)cc2C1=O | 7
COc1cccc(OCC(=O)NC2CCCCC2)c1 | 3
CCCCN(Cc1cc2cc(OC)ccc2[nH]c1=O)C(=O)c1ccccn1 | 10
CCN(CC(=O)NCc1cccs1)c1ccc(S(=O)(=O)N2CCOCC2)cn1 | -15
CCN(CC)CC(=O)c1ccc(-c2ccccc2)cc1 | 54
CC1(C)Oc2ccc(C(=O)NC3CCCC3)cc2N(CC(=O)NC2CCCC2)C1=O | -12
CCOc1ccccc1N(C(=O)c1ccco1)C(C(=O)NC1CCCC1)c1cccnc1 (stereo not given) | 4
Cc1ccc2nsnc2c1S(=O)(=O)N1CCCC1 | -23
CCc1nc(N)c(C#N)c(-c2cccn2C)c1C | 3
CCOC(=O)C1=C2N(C)c3ccccc3N2CCC1=O | 26
CCn1c(N)c(C(=O)NCc2ccco2)sc1=S | -25
Cc1cccc(N2CCCn3c2nc2c3c(=O)n(CCN3CCOCC3)c(=O)n2C)c1 | -31
O=C(C1CCN(S(=O)(=O)c2cnc[nH]2)CC1)N1CCc2ccccc2C1 | -6
O=C(OCc1ccco1)c1ccc(S(=O)(=O)N2CCCCC2)cc1 | -63
C=CCOc1ccccc1CNn1nnnc1N | -28
Cc1ccc(C)n1-n1c(C)nc2sc(-c3ccccc3)cc2c1=O | -15
Cc1cccc(CNC(=O)c2ccccc2N)c1 | -58
O=C(COC(=O)Cc1cccc(C(F)(F)F)c1)NCC1CCCO1 (stereo not given) | -29
COc1ccc(CCN(C)C(=O)C2CCCN(Cc3ccc(OC)c(OC)c3)C2)cc1OC (stereo not given) | -5
COCCN1C(=O)C(=O)/C(=C(/O)c2ccc(OCC(C)C)cc2)C1c1cccnc1 (stereo not given) | -33
CC(C)n1c(SCC(N)=O)nc2c1c(=O)[nH]c(=O)n2C | 12
FC(F)(F)c1cc(-c2ccco2)nc(NCc2cccnc2)n1 | -26
C/C(N)=C(\C#N)C(=O)NCc1ccccn1 | -22
N/C(=N\O)c1ccc(NC(=O)c2cccs2)cc1 | 23
O=C(c1ccco1)N1CCN(c2nc3ccccc3n3nnnc23)CC1 | 5

Given with tabs: part of the list above.
Structure	GBA activity up
COCCN1C(=O)C(=O)/C(=C(/O)c2ccc(OCC(C)C)cc2)C1c1cccnc1 (stereo not given)	-33
O=C(NC(=O)c1ccc(Cl)cc1)Nc1cc(N2CCCCC2)ncn1	-23
COc1ccc(CCN(C)C(=O)C2CCCN(Cc3ccc(OC)c(OC)c3)C2)cc1OC (stereo not given)	-5
Nc1cccc(NC(=O)c2cccs2)c1	-11
Cc1ccc(NS(=O)(=O)c2cn(C)cn2)cc1	-13
Cc1cccc(CNC(=O)c2ccccc2N)c1	-58
O=C(O)CCC(=O)OCC1CCCO1 (stereo not given)	10
COCCN1Cc2cccc(C(=O)Nc3c(C)cccc3C)c2C1=O	-3
CCn1c(N)c(C(=O)NCc2ccco2)sc1=S	-25
O=C(NCc1ccc(F)cc1)c1ccc(CS(=O)(=O)Cc2ccccc2F)o1	-13

Carrying on:
SMILES | GBA activity up
COC(=O)COc1ccc(S(=O)(=O)NCc2ccco2)cc1 | -62
NS(=O)(=O)c1ccc(CCNC(=O)CCC2COc3ccccc3O2)cc1 (stereo not given) | -1
Cc1cc(C)c2[nH]c(=O)c(C(c3nnnn3C3CCCC3)N3CCOCC3)cc2c1 (stereo not given) | 3
CCOC(=O)N1CCN(C(=O)CN(C2CCCCC2)S(=O)(=O)c2ccc(C)cc2)CC1 | -5
CCOC(=O)CSc1nc2cc(C)cc(C)c2cc1C#N | -19
Cc1cc(C(=O)CSc2nnc(C3COc4ccccc4O3)n2C)c(C)n1-c1ccc(F)cc1 (stereo not given) | 4
Cc1ccc(S(=O)(=O)Nc2cc(C(=O)N3CCOCC3)ccc2N2CCCCC2)cc1 | 9
COC(=O)c1ccccc1NC(=O)CN(C)S(=O)(=O)c1ccc(OC)c(C)c1 | -25
O=C(CN1C(=O)COc2ccccc21)N(CCCN1CCOCC1)CC1CC=CCC1 (stereo not given) | 46
c1ccc2[nH]c(N3CCOCC3)nc2c1 | 6
c1ccc(Nc2nc(-c3cccnc3)cs2)nc1 | 16
COc1ccc(N=c2scc(-c3ccc(S(=O)(=O)N4CCOCC4)cc3)n2CCCO)cc1 | -21
CCOc1ccc(-c2nn[nH]n2)cc1 | 3
O=C(Nc1ccccc1C(F)(F)F)N1CCC(n2c(=O)[nH]c3ccccc32)CC1 | -25
Cc1ccc(NC(=O)CCCC(=O)O)c(Br)c1 | -40
COc1cccc(CNC(=O)c2ccccc2N)c1 | -41
Cc1cccc(OCCCC(=O)Nc2ccc(S(=O)(=O)Nc3onc(C)c3C)cc2)c1C | -11
Cc1c(C(=O)O)oc2ccc(S(=O)(=O)N3CCC(C)CC3)cc12 | 7
COc1cc(-c2nnn(CC(=O)NC3CCS(=O)(=O)C3)n2)ccc1OCc1ccccc1 (stereo not given) | -6
COC(=O)c1cc(Br)c(=O)n(Cc2ccc(OC)c(OC)c2)c1 | -34
COc1ccc(OC)c(NS(=O)(=O)c2cc(OC)ccc2OC)c1 | -8
CN(C)S(=O)(=O)c1cccc(C(=O)N2CCN(Cc3ccccc3)CC2)c1 | 4
O=C(CSc1nnc(CNC(=O)c2ccccc2F)o1)c1ccccc1 | -28
CCOc1ccccc1NC(=O)c1nc[nH]c1C(=O)Nc1ccccc1OCC | -59
COc1ccc(C(=O)Nc2cccc(C(=O)N3CCCC3)c2)cc1 | -56

(listing goes on)
SMILES | GBA activity up
CC(=O)CCc1c(C)[nH]c2ccc(NC(C)=O)cc2c1=O | -6
CC(C)(C)c1cc(CN2CCOCC2)c(C(=O)O)o1 | -6
Cc1ccc(S(=O)(=O)Cn2cnnn2)cc1 | -40
CCCCN(CC)CCNS(=O)(=O)c1ccc2c(c1)oc(=O)n2C | 4
C1CCN(c2nc(N3CCCCC3)nc(N3CCNCC3)n2)CC1 | -65
CS(=O)(=O)N1CCCC(C(=O)NCCc2ccc(Cl)cc2)C1 (stereo not given) | -4
O=C(O)Cn1c(SC2CCCCC2)nc2ccccc21 | -5
CN(CC(=O)Nc1ccc2c(c1)OCCO2)S(=O)(=O)c1cccc2cccnc12 | 4
Cc1ccccc1OCC(O)Cn1c(NCc2ccco2)nc2c1c(=O)[nH]c(=O)n2C (stereo not given) | -4
CCN(CC)CC(=O)c1c[nH]c2ccc(C)cc12 | -12

Structural class, the compounds so far containing a tert-butyl group.
SMILES | GBA activity up
CC(C)(C)N1C(=O)c2ccc(C(=O)O)cc2C1=O | 7
CC(C)(C)c1cc(CN2CCOCC2)c(C(=O)O)o1 | -6

Source: PubChem BioAssay

Only part of the results is shown; rates above refer to the full screens.
